# Screens (PubChem BioAssay)
# HTR2A ag: activates the mouse 5-HT2A serotonin receptor; P35363; CHO-K1 mHTR2A beta-arrestin complementation, luminescence; percent of 30 µM serotonin response; AID 624169; hit rate 0.66% among 360,000; activation, % at 7.6 µM;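 active = activation above a run cutoff, the mean activation of all tested compounds plus 3 SD, cut at about 14% in these data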;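 also: 0% = plate median of compound wells and 100% = 30 µM serotonin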
# Target sequence (P35363 whole entry, looked up): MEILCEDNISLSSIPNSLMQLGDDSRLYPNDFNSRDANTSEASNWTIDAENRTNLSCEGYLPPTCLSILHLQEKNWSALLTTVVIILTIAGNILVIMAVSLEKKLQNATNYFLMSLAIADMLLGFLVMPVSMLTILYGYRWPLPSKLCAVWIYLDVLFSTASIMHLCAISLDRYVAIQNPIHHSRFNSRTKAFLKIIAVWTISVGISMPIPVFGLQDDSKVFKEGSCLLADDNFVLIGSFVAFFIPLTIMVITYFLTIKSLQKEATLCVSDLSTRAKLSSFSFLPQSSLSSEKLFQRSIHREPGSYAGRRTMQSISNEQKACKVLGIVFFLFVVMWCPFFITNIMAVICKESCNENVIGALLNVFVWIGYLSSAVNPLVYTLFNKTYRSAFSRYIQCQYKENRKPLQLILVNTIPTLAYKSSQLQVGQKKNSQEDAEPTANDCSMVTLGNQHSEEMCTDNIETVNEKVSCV
# iPSC survival up: hiPSC single-cell survival enhancement. survival enhancement, % at 20 µM. ATPlite luminescence; 100% = ROCK inhibitor wells, 0% = DMSO. hit rate 0.044% among 360,000. AID 602274; in the data active = survival enhancement above about 18%;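 also: cells exposed to compounds for 16 hours before the ATP read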
# TRPM1 prom inh: MITF TRPM1 promoter inhibition in SK-MEL-5 cells; SK-MEL-5 TRPM1 promoter luciferase, 24 h; inhibition, % at 12.5 µM; hit rate 0.83% among 330,000; AID 488899;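 active = mean inhibition across replicates of 60% or more, whatever share of single replicates reaches that level; inconclusive = some that reach 60%, reason not given; inactive = mean inhibition across replicates below 60%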; also: values of inactives mirror those of a sister screen read the other way
# Peg3 promoter: reduces Peg3 promoter-driven luciferase expression in HeLa; inhibition, % at 20 µM; hit rate 1.7% among 360,000; HeLa PEG-Prom luciferase reporter, luminescence, overnight; AID 588405;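 active = inhibition of at least 50% at 20 µM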
# H9c2 protect: protects H9c2 cardiomyocytes from peroxide injury. H2O2 injury protection, ATPLite, 2 h. AID 588492. protection from H2O2 cell death, % at 20 µM. hit rate 0.63% among 360,000;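 active = compounds giving at least 50% protection of heart cells from peroxide-induced death in the single-dose screen, raw or plate-pattern-corrected value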;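 also: 0% = DMSO wells with peroxide and 100% = DMSO wells without peroxide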
# CaV13 ICDI inh: Primary screen for inhibitors of IQ motif and Ca2+-dependent inactivation inhibitor domain binding in CACNA1D, Förster resonance energy transfer in living cells, …; HEK cells, CFP/YFP FRET ICDI-IQ, plate reader, 10 min; percent FRET-ratio fall versus neutral wells; inhibition, % at 12.3 µM; hit rate 0.098% among 340,000; AID 743397;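 active = mean replicate inhibition of at least 30% and at least 1% of replicates passing that level; inconclusive = only one of the two criteria is met; inactive = neither criterion is met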;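 also: 0% = median of the neutral control wells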
# HIF-2a block: blocks HIF-2a reporter activity. 786-0 RCC cells HIF-2a reporter, luciferase luminescence, overnight. inhibition, % at 18.8 µM. hit rate 0.72% among 360,000. AID 624352;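 active = inhibition of the luminescence signal of 40% or more relative to plate controls, in a single-dose primary screen at 18.75 µM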
# NR2E3 ag-1: activates human photoreceptor nuclear receptor NR2E3; GST-NR2E3/biotin-RetCOR TR-FRET, 1536-well; inhibition of corepressor binding, % at 4.78 µM; Q9Y5X4; AID 2300; hit rate 0.12% among 320,000;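 active = percent inhibition above the cutoff of mean plus 3 SD of all tested compounds, set per screening campaign, cut at about 20% in these data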;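 also: 0% = DMSO wells and 100% = biotin wells as full block of FRET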
# Target sequence (Q9Y5X4 whole entry, looked up): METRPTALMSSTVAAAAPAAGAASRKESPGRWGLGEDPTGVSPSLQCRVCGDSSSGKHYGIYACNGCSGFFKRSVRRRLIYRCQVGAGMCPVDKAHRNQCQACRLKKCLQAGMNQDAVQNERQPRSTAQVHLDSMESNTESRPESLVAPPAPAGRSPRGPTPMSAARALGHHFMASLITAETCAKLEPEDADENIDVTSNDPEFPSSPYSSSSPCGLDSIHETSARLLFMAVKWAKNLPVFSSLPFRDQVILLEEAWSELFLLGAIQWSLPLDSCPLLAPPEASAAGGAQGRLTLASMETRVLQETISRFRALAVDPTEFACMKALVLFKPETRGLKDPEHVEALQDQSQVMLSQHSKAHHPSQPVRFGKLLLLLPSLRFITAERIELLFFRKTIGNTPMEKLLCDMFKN
#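 Test system: GST-NR2E3 and biotin-RetCOR proteins | Quantity: 1.35 nM GST-tagged NR2E3 final | Medium: Tris pH 7.5 | Also added: 7 nM biotin-RetCOR | Dosing: Compound at 4.8 µM, single dose | Timing: 5 h at 4 °C | Detection: Time-resolved FRET | Read-out basis: Percent inhibition | Benchmarks: Biotin wells as high control, 0.6% DMSO wells as low control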
# PDI turbidity: inhibitors of human protein disulfide isomerase; hit rate 0.052% among 350,000; AID 588391; PDI insulin aggregation turbidity, A650, 90 min; inhibition, % at 10 µM; P07237;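 active = mean inhibition across replicates of 30% or more, whatever share of single replicates reach that level; inconclusive = mean inhibition below 30% while every single replicate reaches 30%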;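 also: absorbance from insulin aggregation driven by PDI reduction with DTT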
# Shn3 inh set2: reduces Shn3 3'UTR luciferase signal in osteoblasts; Clone20 osteoblast Shn3 3'UTR firefly luciferase, 24 h; inhibition, % at 12.5 µM; hit rate 0.52% among 360,000; AID 588674;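 active = mean inhibition of at least 75% with every replicate also reaching 75%; inconclusive = mean inhibition at least 75% but some replicate below; inactive = mean inhibition below 75%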;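 also: 0% = median of neutral control wells and 100% = pilot-screen positive control compound; some compounds past the cut are filed as inactive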
# NR2E3 ag-2: agonists of human NR2E3 nuclear receptor | Q9Y5X4 | CHO-S Gal4-NCOR/VP16-NR2E3 two-hybrid, luciferase | inhibition of corepressor binding, % at 3.98 µM | hit rate 0.35% among 360,000 | AID 602229;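 active = inhibition above the mean of all tested compounds plus 3 SD, cut at about 70% in these data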;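 also: 0% = DMSO with NR2E3 transfected cells and 100% = cells lacking NR2E3 construct; higher means lower luciferase signal from less NR2E3 corepressor binding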
# * marks the source's active call; other numbers are inactive results; ? = inconclusive; nt = not tested or not shown.
# Start of the listing, in advance, 4 compounds:
SMILES,HTR2A ag,iPSC survival up,TRPM1 prom inh,Peg3 promoter,H9c2 protect,CaV13 ICDI inh,HIF-2a block,NR2E3 ag-1,PDI turbidity,Shn3 inh set2,NR2E3 ag-2
O=P(NC1CCCCC1)(Oc1ccccc1)Oc1ccccc1,-3,2.0,-12,12,9,-5,26,nt,5,8,-25
Cc1ccc(NC(=O)c2ccc(C)c(S(=O)(=O)N3CCCCC3)c2)nc1,-1,-0.4,-33,-80,-4,-2,-98,-2,6,-11,-38
CC(N)Cc1c[nH]c2ccc(OCc3cccs3)cc12 (stereo not drawn),22*,-2.1,3,-10,0,-4,-2,1,-3,6,-6
CC(C)OC(=O)Nc1ccc(N=C(N)N[N+](=O)[O-])cc1,0,2.1,7,2,6,-3,22,0,7,2,-12

# All compounds of this part, from the start:
SMILES,HTR2A ag,iPSC survival up,TRPM1 prom inh,Peg3 promoter,H9c2 protect,CaV13 ICDI inh,HIF-2a block,NR2E3 ag-1,PDI turbidity,Shn3 inh set2,NR2E3 ag-2
O=P(NC1CCCCC1)(Oc1ccccc1)Oc1ccccc1,-3,2.0,-12,12,9,-5,26,nt,5,8,-25
Cc1ccc(NC(=O)c2ccc(C)c(S(=O)(=O)N3CCCCC3)c2)nc1,-1,-0.4,-33,-80,-4,-2,-98,-2,6,-11,-38
CC(N)Cc1c[nH]c2ccc(OCc3cccs3)cc12 (stereo not drawn),22*,-2.1,3,-10,0,-4,-2,1,-3,6,-6
CC(C)OC(=O)Nc1ccc(N=C(N)N[N+](=O)[O-])cc1,0,2.1,7,2,6,-3,22,0,7,2,-12
Cc1cc(N2CCCC2)ccc1C=C(C#N)C#N,-4,1.3,16,-14,-6,-36,-6,-2,-2,5,-1
CC(=NCC1CCCO1)c1c(O)n(-c2ccc(C)cc2)c(=O)[nH]c1=O (stereo not drawn),1,0.7,-7,-19,11,-5,15,1,1,0,-12
CCC(=Nc1cc(OC)ccc1OC)c1c(O)[nH]c(=O)[nH]c1=O,1,-1.4,33,40,-1,-3,30,-2,-1,10,2
C=CCn1c(O)c(C(C)=NCc2cccnc2)c(=O)[nH]c1=O,5,0.8,3,22,26,-5,-2,2,-3,0,-5
CCCCOc1ccc(CCN)cc1Cl,7,-1.3,-1,-49,20,-5,-37,2,1,-11,19
Cc1cc(OCC(=O)N2CCC(C(=O)O)(c3ccccc3)CC2)c2c(C)c(C)c(=O)oc2c1,-3,2.1,1,12,2,nt,-5,-1,nt,-8,-31
CC1CN(C(=O)CCC(=O)N2CCC3(CC2)OCCO3)c2cc(Cl)ccc2O1 (stereo not drawn),2,-0.1,-2,0,3,-6,6,-1,4,-23,9
C[C@]12CCC3C(CC[C@H]4C[C@@H](O)CC[C@]34C)C1C[C@@H](O)[C@H]2O (stereo partly drawn),-1,1.3,2,25,30,-11,-3,nt,-2,-13,-1
COc1ccc(OCC(=O)N2CCN(CC3CC4C=CC3C4)CC2)cc1 (stereo not drawn),-2,2.9,2,21,0,nt,8,-2,8,8,-12
CCOc1cc2c(cc1OCC)-n1cccc1C(c1ccc(OC)c(O)c1)NC2 (stereo not drawn),2,-0.8,8,-13,-7,-19,3,3,2,11,-10
O=c1[nH]c(=O)n(C2CCCCCC2)c(O)c1C=NC1CCN(Cc2ccccc2)CC1,-4,-3.4,-3,16,11,0,21,1,2,7,-11
COc1ccc2nc(NC(=O)CCc3nc(C4=CCN(C)CC4)no3)sc2c1,-2,7.3,-1,-19,-3,nt,-44,17,-5,21,6
COP(=O)(OC)C(NC(=O)C(C)(C)C)=C(Cl)Cl,0,-0.7,4,23,-2,-6,8,-5,1,-9,23
COc1ccc(-n2nnnc2C(c2ccccc2OC(F)(F)F)N2CCC(n3c(=O)[nH]c4ccccc43)CC2)cc1 (stereo not drawn),16*,-0.4,nt,85*,-8,-7,-39,nt,nt,8,23
CC1(C)Cc2c(sc3c2C(=O)NC(c2cccnc2)N3)CO1 (stereo not drawn),1,-0.9,-22,-26,-1,-6,-26,-1,4,-13,-1
COP(=S)(OC)SCN1C(=O)c2ccccc2C1=O,-1,4.0,-2,0,24,-4,2,4,-4,2,7
O=C(/C=C/c1ccc2c(c1)OCO2)c1c(O)n(CCc2ccccc2)c(=O)[nH]c1=O,5,-0.2,nt,37,-7,-5,27,1,-1,-9,-11
CCn1c(O)c(C=Nc2cc(Cl)ccc2Cl)c(=O)n(CC)c1=O,7,1.0,3,7,8,-5,9,1,-11,-4,-12
CN1CCN(c2ccc(NC(=O)C(C)(C)C)cc2)CC1,2,2.9,-12,-25,-3,1,-36,4,-4,-5,-30
C[C@H]1CC[C@H]2NCCN[C@H]2C1,-2,-0.8,-8,-8,3,-3,0,-1,-8,10,11
Cc1ccccc1N1C(=O)NC(=O)/C(=C\c2ccc3c(c2)CCCN3Cc2ccccc2)C1=O,-5,-0.7,9,-3,6,-13,21,-4,14,4,13
Nc1ccc2nonc2c1[N+](=O)[O-],-1,0.5,-9,2,-2,-61,3,-2,-2,-3,3
COc1ccc(CNCCc2ccc(Cl)cc2Cl)cc1,4,-0.5,8,14,-3,-1,22,7,-5,-4,-8
CCOC(=O)c1c(C)[nH]c(C(=O)C(C)N2CCCC2)c1C (stereo not drawn),0,-0.9,-4,16,8,-4,10,2,1,1,12
Cc1ccc(CN2CCN(CC(=O)N3CCC4(CC3)OCCO4)C2=O)cc1,-1,2.1,5,0,6,-1,13,3,-4,-18,-22
O=c1cccc2n1CC1CC2CN(Cc2c(F)cccc2Cl)C1 (stereo not drawn),-1,0.8,4,14,2,-9,-1,-3,1,2,-11
CC(=O)Nc1ccc(C(c2c(O)c3ccccc3oc2=O)c2c(C)n(C)n(-c3ccccc3)c2=O)cc1 (stereo not drawn),-4,-0.4,0,12,-4,-2,11,4,6,-22,7
Cc1ccc(S(=O)(=O)N(C)c2ccc(C(=O)NCC3(N(C)C)CCCCC3)cc2)cc1,-12,-0.4,-8,8,7,nt,12,0,3,-3,-4
CCCCP(=O)(O)CCC(=O)O,-2,-2.8,10,1,-4,nt,12,1,-7,1,12
Cc1ccccc1C(=O)N1Cc2cnnn2-c2ccccc2C1C#N (stereo not drawn),4,0.4,-7,-15,20,-3,2,nt,17,-2,15
O=P(OC1=CCCCC1)(c1ccccc1)c1ccccc1,-3,1.9,nt,9,3,-14,12,nt,nt,-1,13
CC1=Nc2ccccc2/C1=C/c1c(O)[nH]c(=O)[nH]c1=O,2,-0.4,17,10,0,-6,25,0,-91,4,-21
CC(C)CCn1c(=O)c(C(=O)NCc2ccc3c(c2)OCO3)c(O)c2ccccc21,1,-0.2,18,34,29,-3,27,4,7,55,1
CC12CC(c3ccccc3O1)C(C(=O)OCc1ccccc1)C(=O)N2 (stereo not drawn),6,-1.8,-10,-4,-5,99*,3,-2,-1,8,-21
O=C1NC(=O)C(=Cc2ccc(-c3cc(Cl)ccc3[N+](=O)[O-])o2)C(=O)N1,-1,-1.0,?,7,-13,-6,30,nt,-2,63,-18
CCOC(=O)c1cc(CC)sc1/N=C/C1C(=O)NC(=S)NC1=O,2,2.6,-5,15,4,-19,5,4,-2,11,-20
Cc1ccc(N2C(=O)NC(=O)/C(=C/c3ccc(OC(=O)c4cccs4)cc3)C2=O)cc1,0,-1.9,-16,-28,8,-5,2,-1,5,6,-17
COC(=O)C1=C(c2cccc(OCc3ccccc3)c2)C[C@@H]2CC[C@H]1N2C(=O)NCc1ccc(C(C)(C)C)cc1,-1,-0.2,-11,5,-6,-5,13,1,0,40,-8
CCC(=NCCCN(CC)CC)c1c(O)n(C2CCCCC2)c(=O)[nH]c1=O,4,0.0,7,4,4,-4,10,-2,-2,11,19
CCCCCCN=C(C)c1c(O)n(CCCC)c(=O)[nH]c1=O,1,-3.9,-3,7,0,-6,11,0,8,3,8
CN1CCN(Cc2nc3ccccc3c(=O)[nH]2)CC1,-1,3.4,-2,2,55*,-7,15,-1,5,-5,-9
O=C(COc1ccccc1)N1CCN(C2CCCC2)CC1,-1,-1.0,6,4,-12,-6,9,1,-9,-21,-33
O=C(c1ccccc1)c1cn(CC(=O)N2CCCC2)c2ccccc12,6,-1.4,nt,7,10,-2,6,0,nt,-3,-25
COC(=O)C1=C(N)Oc2c(c(=O)oc3ccccc23)C1c1cccnc1 (stereo not drawn),-1,-2.7,-5,26,5,-5,9,0,-2,9,3
Cc1nc2ccccc2c(=O)n1-c1cccc(C(F)(F)F)c1,0,0.2,-2,11,-3,-21,7,2,-4,3,-3
CCC(=Nc1ccc(OC)cc1OC)c1c(O)[nH]c(=O)[nH]c1=O,-2,-3.1,16,14,-10,-5,20,-2,2,8,1
Cc1cccc(C)c1NC(=O)c1cccn(Cc2ccc3c(c2)OC(F)(F)O3)c1=O,6,-1.7,-4,36,-4,-9,21,1,-1,0,-2
Cc1cc(C)n(CCOC(=O)C2C(C=C(Cl)Cl)C2(C)C)n1 (stereo not drawn),4,-4.5,15,7,-11,nt,15,2,-1,4,12
CSCCC(c1nnnn1C1CCCC1)N1CCC2(CC1)C(=O)NCN2c1ccccc1 (stereo not drawn),9,-1.1,nt,4,9,-7,4,nt,nt,9,-1
Cc1cc(OCc2nn[nH]n2)c2c3c(c(=O)oc2c1)CCCC3,0,2.7,-3,2,-2,-5,14,3,9,6,-13
CCCCCCN=C(C)c1c(O)n(Cc2ccccc2)c(=O)[nH]c1=O,-3,0.4,2,8,0,-6,6,-7,6,-7,-7
CCCCOC(=O)C1=C(N)OC2=C(C(=O)CCC2)[C@]12C(=O)N(C)c1ccccc12,-4,-2.8,4,5,8,-7,3,0,-8,6,3
CNCCc1ccc(O)c(O)c1,28*,5.0,1,-4,2,-5,13,4,12,-16,-7
COc1ccc(NC2=NC(C)(C)CS2)cc1,-6,-0.8,-96,-166,-5,-19,-203,-2,8,-20,-46
CC(=O)C1C(N2CC2)CC2C3CCC4=CC(=O)CCC4(C)C3CCC21C (stereo not drawn),10,-2.6,13,-7,3,-2,-16,nt,0,25,-13
Cn1c(O)c(C=Nc2ccc(F)cc2)c(=O)[nH]c1=O,0,-0.5,9,74*,-2,-23,7,5,-6,-1,17

# A portion of the library, so the mix of outcomes need not match the whole.
